NOTCH ag: activates NOTCH signaling in reporter cells | activation, % at 2.5 µM | actives 0.4% (n = 15,000) | NOTCH signaling luciferase reporter cells, luminescence; in the data active = activation above about 2.2%
S1P1 ag: activates the human S1P1 receptor; P21453; S1P1 agonist cell-based reporter assay; activation, % at 4.5 µM; actives 1.5% (n = 16,000); in the data active = activation above about 80%
PME-1 Maybridge: PME-1 (human) inhibition, Maybridge primary screen; actives 0.5% (n = 16,000); inhibition, % at 9 µM; recombinant PME-1, FP-Rh probe fluorescence polarization; Q9Y570; in the data active = inhibition above about 30%
TLR4 MyD88 blk: inhibitors of human TLR4-MyD88 binding. Cell-based TLR4-MyD88 binding inhibition assay. inhibition, % at 10 µM. actives 0.06% (n = 16,000). AID 811; in the data active = inhibition above about 45%
Nox1 inhibitor: human Nox1 inhibition; HT29 cells, luminol chemiluminescence ROS; Q9Y5S8; inhibition, % at 6.7 µM; AID 1792; actives 0.81% (n = 16,000)
Target sequence (Q9Y5S8 whole entry, looked up): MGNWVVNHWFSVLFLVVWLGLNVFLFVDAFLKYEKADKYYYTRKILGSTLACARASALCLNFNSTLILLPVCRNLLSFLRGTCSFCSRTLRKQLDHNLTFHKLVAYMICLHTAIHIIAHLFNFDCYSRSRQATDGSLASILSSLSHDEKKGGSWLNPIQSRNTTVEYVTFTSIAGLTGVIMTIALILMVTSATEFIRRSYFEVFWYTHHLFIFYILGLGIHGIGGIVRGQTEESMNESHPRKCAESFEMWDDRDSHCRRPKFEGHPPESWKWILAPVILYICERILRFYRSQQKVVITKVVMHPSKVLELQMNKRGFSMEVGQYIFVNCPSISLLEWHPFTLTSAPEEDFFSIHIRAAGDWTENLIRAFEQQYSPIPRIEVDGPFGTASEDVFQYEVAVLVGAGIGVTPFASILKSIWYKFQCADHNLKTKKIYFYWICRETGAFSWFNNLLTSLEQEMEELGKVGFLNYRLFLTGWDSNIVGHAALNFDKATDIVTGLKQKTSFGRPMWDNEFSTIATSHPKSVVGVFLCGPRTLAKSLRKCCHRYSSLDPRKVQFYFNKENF
Luminol counter: quenches luminol chemiluminescence in Nox1 counter-screen; HRP/luminol/H2O2 chemiluminescence counterscreen; actives 0.4% (n = 16,000); AID 1823; inhibition, % at 6.7 µM; also: reference of the scale not given here
KOR antag MB: antagonists of human kappa opioid receptor OPRK1, Maybridge library. OPRK1 cells, antagonist mode, fluorescence readout. inhibition, % at 9 µM. actives 0.4% (n = 16,000). P41145; in the data active = inhibition above about 50%
rat GALR2 ag: GALR2 (rat) receptor agonism. activation, % at 10 µM. AID 833. O08726. cell-based GALR2 agonist screen. actives 0.5% (n = 16,000); in the data active = activation above about 15%
Target sequence (O08726 whole entry, looked up): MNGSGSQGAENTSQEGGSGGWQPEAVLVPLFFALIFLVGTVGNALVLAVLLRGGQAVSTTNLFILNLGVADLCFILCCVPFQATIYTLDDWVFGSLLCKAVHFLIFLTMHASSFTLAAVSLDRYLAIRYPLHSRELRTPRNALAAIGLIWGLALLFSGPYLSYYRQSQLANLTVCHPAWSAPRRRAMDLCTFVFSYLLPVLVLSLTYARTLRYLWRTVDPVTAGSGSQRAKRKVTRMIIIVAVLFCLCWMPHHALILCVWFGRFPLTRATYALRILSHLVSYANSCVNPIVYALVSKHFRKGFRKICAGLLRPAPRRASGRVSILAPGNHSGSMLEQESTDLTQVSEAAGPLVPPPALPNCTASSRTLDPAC
* marks the source's active call; other numbers are inactive results; · = no result given. Rule as the data show it, unless noted: active = inhibition above about 75%; inactive = the rest.

cpd | SMILES | NOTCH ag | S1P1 ag | PME-1 Maybridge | TLR4 MyD88 blk
1 | Cc1nn(C)c(C)c1NC(=O)c1ccccc1N | 0.1 | -4 | 0 | -4
2 | N#Cc1c(C2CCCCC2)nc(Sc2ccc(C(F)(F)F)cc2[N+](=O)[O-])[nH]c1=O | -0.3 | 4 | 5 | -2
3 | O=C(O)c1ccccc1C(=O)NCCNc1ccc(C(F)(F)F)cn1 | -0.1 | -17 | -1 | 8
4 | CCOC(=O)Cn1c(=O)c(-c2nc(-c3ccc(Cl)cc3)cs2)cn(C(C)C)c1=O | -0.6 | 10 | 0 | 0
5 | Cc1c(C(=O)N2CCCCC2)sc2nc(C(F)(F)F)nn12 | -0.5 | 6 | -6 | 0
6 | COc1c(Cl)cc(Cl)c(OC)c1C(=O)NNc1cc(Cl)ccc1Cl | -0.5 | -10 | 1 | 9
7 | O=C1c2ccccc2C(=O)c2c(Sc3cccc4c3C(=O)c3ccccc3C4=O)cccc21 | -0.4 | -9 | 2 | 10
8 | C1C2C3C4OC5C3C1C1C2C4C51 (stereo unspecified) | -0.1 | -7 | 0 | 0
9 | COC(=O)NC(NS(=O)(=O)c1ccccc1)(C(=O)OC)C(F)(F)F (stereo unspecified) | -0.2 | 5 | 0 | 6
10 | COc1ccc(CCN2C(=O)CSC2=S)cc1OC | -0.8 | -1 | -5 | 2
11 | NC(=S)c1cc(C(F)(F)F)cc(C(F)(F)F)c1 | 0.1 | 11 | 6 | 3
12 | CCOC(=O)C(Cc1ccccn1)(C(=O)OCC)c1ccccc1 | 0.1 | -3 | 4 | 2

cpd | Nox1 inhibitor | Luminol counter | KOR antag MB | rat GALR2 ag
1 | -5 | 1 | -15 | -6
2 | 1 | -1 | 1 | -2
3 | -75 | 2 | 1 | -6
4 | -41 | 2 | -2 | 16*
5 | -34 | 2 | 10 | -8
6 | 41 | 5 | -10 | -1
7 | -2 | -3 | 5 | -5
8 | 16 | -1 | -4 | -5
9 | -58 | 2 | 13 | -3
10 | -12 | 31 | -10 | -9
11 | 18 | -3 | 13 | 0
12 | -1 | -4 | 2 | 0

Continuation:
cpd | SMILES | NOTCH ag | S1P1 ag | PME-1 Maybridge | TLR4 MyD88 blk
13 | S=C(NN=C1CCCC1)NC1CC2C=CC1C2 (stereo unspecified) | -0.1 | -12 | 6 | 2
14 | Cc1cc(=O)n2c(n1)SCOC2 | 0.0 | 5 | 0 | 6
15 | COC(=O)c1cc(OC)c(OC)c(OC)c1NC(=O)c1cc2ccccc2oc1=O | -0.2 | 3 | 3 | -1
16 | CC(=O)Nc1cccc(OCCCN2CCS(=O)(=O)CC2)c1 | -0.2 | -5 | -4 | -11
17 | C/C(=N/OC(=O)c1ccccc1)c1oc(C)nc1C | 0.3 | -1 | -1 | 6
18 | Fc1ccc(N=CNc2ccc(F)cc2F)c(F)c1 | -0.4 | -3 | -2 | 1
19 | O=C(Nc1ccccc1)Nc1ccccc1Sc1nccc(C(F)(F)F)n1 | -1.6 | 3 | 5 | -3
20 | Cn1cncc1S(=O)(=O)/C(C#N)=C/c1ccccc1Sc1ccc(Cl)cc1 | -0.5 | -4 | 6 | 0
21 | COc1ccc(CNc2nc(-c3cccs3)c(C#N)c(=O)n2C)cc1 | 0.1 | -14 | -1 | 3
22 | N#CCCN(Cc1cccs1)S(=O)(=O)c1cccs1 | 0.2 | -12 | 2 | 10
23 | OCCNC(=S)Nc1ccc(C2CCCCC2)cc1 | 0.3 | 2 | 3 | 7
24 | COc1cc(OC)c2c(c1)C(=O)OC2OC (stereo unspecified) | -0.5 | 5 | -4 | -1

cpd | Nox1 inhibitor | Luminol counter | KOR antag MB | rat GALR2 ag
13 | -14 | -2 | 17 | -4
14 | -55 | 2 | 2 | 9
15 | -15 | 0 | 5 | -6
16 | -5 | -1 | 9 | -4
17 | 0 | -1 | -23 | -7
18 | -5 | 0 | -1 | -6
19 | 3 | -6 | -29 | -10
20 | 3 | 0 | 6 | -7
21 | -29 | 0 | 3 | -5
22 | 7 | -2 | 2 | -7
23 | -49 | 1 | 4 | -5
24 | -20 | -2 | -6 | -6

Additional results follow:
cpd | SMILES | NOTCH ag | S1P1 ag | PME-1 Maybridge | TLR4 MyD88 blk
25 | N=C(N)SCc1csc2ccccc12 | 2.4* | 20 | 3 | -11
26 | O=C(Nc1ccc(Cl)cc1Cl)c1csc(-c2cccnc2)n1 | · | 2 | -2 | -7
27 | COc1ccc(CNCc2ccc(OC)c(OC)c2)cc1C | -0.1 | -13 | 0 | -9
28 | COC(=O)c1ccc(CS(C)(=O)=O)cc1 | -1.2 | -13 | 5 | -4
29 | O=S(=O)(c1ccc(-c2cc(C(F)(F)F)ccn2)s1)N1CCCC1 | -0.4 | -2 | 6 | -5
30 | O=C(Oc1ccc(Cl)cc1)c1sc2sccc2c1Cl | -0.1 | -6 | 4 | 2
31 | Nc1nnc(SCc2ccc(Cl)cc2)s1 | 0.6 | 3 | 5 | -5
32 | CC(C)(C)S(=O)(=O)/C(C#N)=C/c1sccc1C1OCCO1 | -0.1 | -17 | 1 | 6
33 | C=CCc1c(C)nc(N2CCSCC2)[nH]c1=O | -0.1 | -4 | -2 | -8
34 | CCOC(=O)N1CCN(c2cc(C(F)(F)F)cc(C(F)(F)F)n2)CC1 | -0.4 | -11 | 5 | 2
35 | CC(C)n1c(C(F)(F)F)nc2cc(C(=O)Nc3ccc(Cl)cc3)ccc21 | -0.6 | 60 | -5 | -7
36 | CSc1nc(NC(=O)NS(=O)(=O)c2ccccc2C(F)(F)F)nc(-c2ccccn2)n1 | -0.4 | 3 | -1 | 2

cpd | Nox1 inhibitor | Luminol counter | KOR antag MB | rat GALR2 ag
25 | 24 | -6 | -5 | -12
26 | -18 | -9 | -2 | -5
27 | -37 | 2 | 34 | -3
28 | -54 | -2 | 25 | -7
29 | -6 | -5 | 0 | -6
30 | -59 | -5 | -3 | -2
31 | -9 | -6 | 8 | -5
32 | -54 | 1 | -7 | -5
33 | -42 | 3 | 8 | -4
34 | 19 | -6 | 7 | -1
35 | -33 | 3 | 11 | -1
36 | -53 | 4 | 7 | -5

Next section.
cpd | SMILES | NOTCH ag | S1P1 ag | PME-1 Maybridge | TLR4 MyD88 blk
37 | COc1cc(OC)cc(C(=O)NNC(=S)Nc2cccc(Cl)c2)c1 | -0.2 | -5 | -15 | -1
38 | CCOC(=O)c1n[nH]n(-c2cc(Cl)cc(Cl)c2)c1=O | 0.2 | 3 | 6 | -5
39 | CC1CCCN(S(=O)(=O)c2ccc(N3CCOCC3)nc2)C1 (stereo unspecified) | -0.8 | -2 | -2 | ·
40 | CCOC(=O)Cn1nnc(-c2cccs2)n1 | 0.6 | 6 | 6 | -9
41 | Cc1nc(-c2ccccn2)nc(N2CCN(CCO)CC2)c1Cl | 0.2 | -9 | 6 | -5
42 | Cc1ccc(C(=O)N2CCC(C(=O)c3c(C)cc(C)cc3C)CC2)cc1 | -0.1 | -3 | 4 | -6
43 | CSc1sc(C(=O)N/N=C/c2ccccc2Cl)c2c1C(O)CCC2 (stereo unspecified) | -0.1 | 6 | -8 | -3
44 | O=C1C2C3CC4C5C3C1C5C(F)(F)C42 (stereo unspecified) | -0.3 | -2 | 6 | 13
45 | O=C(CN1C(=O)c2ccccc2C1=O)NCc1cc2ccccc2s1 | -0.3 | -2 | 2 | -2
46 | CC(=O)Nc1ccc(C2N=C(c3ccc(C(F)(F)F)cn3)NN2)cc1 (stereo unspecified) | -0.5 | 68 | 1 | 1
47 | CCOC(=O)/C(C#N)=C/N(/N=C/c1ccccc1)c1ccccc1 | -0.7 | -4 | 3 | -3
48 | CN(C)/C=C/C(=O)c1nccs1 | -0.3 | 2 | 7 | -3

cpd | Nox1 inhibitor | Luminol counter | KOR antag MB | rat GALR2 ag
37 | -26 | 8 | -5 | -6
38 | 17 | -6 | 8 | -5
39 | -77 | 4 | 13 | -6
40 | 24 | -7 | 1 | -6
41 | 29 | -6 | 29 | -6
42 | 4 | -3 | -10 | -6
43 | -25 | 1 | 5 | -7
44 | -16 | -3 | 6 | -5
45 | 10 | -3 | 8 | 1
46 | -58 | 2 | 0 | -3
47 | -19 | -7 | -8 | -7
48 | 9 | -2 | 9 | -4

Next section
cpd | SMILES | NOTCH ag | S1P1 ag | PME-1 Maybridge | TLR4 MyD88 blk
49 | N/C(COc1ccc(Cl)cc1Cl)=N\OC(=O)c1ccccc1 | -0.5 | 6 | 0 | -1
50 | CCOC(=O)C(O)(c1ccc(NC(=O)Nc2ccc3ccccc3c2)c(OC)c1)C(F)(F)F (stereo unspecified) | -0.5 | 22 | -20 | -7
51 | Cc1onc(-c2ccccc2)c1C(=O)Nc1ccc(/C(C#N)=C/c2ccccn2)cc1 | -0.1 | -1 | -13 | -9
52 | Cc1onc(-c2ccccc2)c1CNS(=O)(=O)c1ccc2c(c1)CCO2 | -0.4 | -2 | 0 | -9
53 | CN(C)/C=N/c1nnc(SCc2c(F)cccc2Cl)s1 | -0.8 | 8 | 6 | -2
54 | Cc1ccc2oc(-c3cccs3)nc2c1 | -0.2 | -2 | 2 | 11
55 | Cc1ccccc1NC(=S)NCCO | 0.9 | -3 | -3 | 2
56 | Cc1ccc(C(=O)OCCSc2ccc(C#N)cc2[N+](=O)[O-])cc1 | 0.7 | -11 | 0 | 6
57 | CC(NCc1ccccc1)c1ccco1 (stereo unspecified) | -0.2 | -20 | 2 | -2
58 | O=C(N/N=C/C=N/Nc1ccccc1)c1sc2ccccc2c1Cl | 0.4 | 13 | -3 | -1
59 | O=C1C(=O)N(CN2CCOCC2)c2ccc(Br)cc21 | 0.0 | -8 | 4 | -6
60 | CC(/C=N/N1C(=O)c2ccccc2C1=O)c1ccccc1 (stereo unspecified) | -0.3 | -16 | -2 | -4

cpd | Nox1 inhibitor | Luminol counter | KOR antag MB | rat GALR2 ag
49 | 2 | -3 | 11 | -5
50 | -22 | -1 | 6 | -7
51 | -35 | 4 | -1 | -2
52 | -20 | 1 | -22 | -9
53 | 13 | -4 | 20 | -6
54 | -70 | 3 | -32 | -1
55 | -33 | 4 | -8 | -9
56 | -66 | 3 | -9 | 2
57 | -51 | -2 | 5 | -5
58 | -2 | 13 | 7 | -7
59 | -5 | -3 | 8 | -8
60 | -39 | 2 | 0 | -4

Further records follow.
cpd | SMILES | NOTCH ag | S1P1 ag | PME-1 Maybridge | TLR4 MyD88 blk
61 | c1ccc(-c2nc(-c3noc(-c4ccccc4)n3)no2)cc1 | · | 8 | 4 | -2
62 | COc1cc(C(N)=O)ccn1 | -0.2 | -10 | 5 | 1
63 | N#CCCNS(=O)(=O)c1ccc(Cl)c(N)c1 | -0.7 | -1 | 1 | -5
64 | CC(N)=NCCCn1ccnc1 | -0.2 | 6 | -1 | 10
65 | O=C(O)C1c2ccccc2C(=O)N(Cc2ccc3c(c2)OCO3)C1c1cccnc1 (stereo unspecified) | -0.4 | -12 | 3 | -7
66 | OC(CNCCNc1nccc(C(F)(F)F)n1)c1ccccc1 (stereo unspecified) | -0.7 | -8 | 1 | -4
67 | COC(=O)c1ccccc1-n1cccc1C(=O)OC | 0.1 | -1 | 1 | 4
68 | COc1ccc(Br)c(OC)c1C(=O)O | -0.6 | -1 | -1 | -6
69 | CCN(CC)c1ncnc2sccc12 | -0.8 | 39 | -2 | 5
70 | Nc1c(C(=O)N/N=C/c2ccc([N+](=O)[O-])cc2)cnn1-c1ccccc1 | -1.0 | 5 | 4 | -7
71 | Nc1nc(-c2ccc(OCc3ccc(F)cc3)cc2)cs1 | 0.2 | 30 | 0 | 12
72 | Cn1cccc1C(=O)N/N=C(\N)CN1CCCCC1 | 0.1 | -11 | 2 | 3

cpd | Nox1 inhibitor | Luminol counter | KOR antag MB | rat GALR2 ag
61 | 24 | -6 | -1 | -2
62 | -9 | -6 | 6 | -5
63 | -7 | -2 | -5 | -4
64 | -30 | 2 | 4 | -10
65 | 19 | -4 | 10 | -4
66 | -53 | -1 | -14 | -4
67 | -29 | 1 | 3 | -3
68 | 3 | -1 | 2 | -9
69 | -43 | 3 | -18 | -5
70 | 15 | -4 | 13 | -6
71 | -11 | -2 | 16 | -2
72 | 0 | 1 | 2 | -7

High-throughput results as filed in PubChem.

Rows are unselected (roughly 4.4% active in at least one column).
